Growth percent in the NCI-60 one-dose screen (48 h, 10 µM unless noted): 100 = growth as untreated, 0 = no growth, -100 = all killed.
EKVX: EKVX NSCLC | 3% of 71,000 active
A549/ATCC: A549/ATCC NSCLC; 3.7% of 81,000 active; AID 1794740
CCRF-CEM: CCRF-CEM leukemia | 7% of 77,000 active | AID 1794778
MDA-MB-435: MDA-MB-435 melanoma. 7.8% of 82,000 active
HOP-62: HOP-62 NSCLC; 3.9% of 80,000 active
HOP-92: HOP-92 NSCLC cells; 6.3% of 71,000 active
RPMI-8226: RPMI-8226 leukemia cells; 7.5% of 77,000 active; AID 1794781
M14: M14 melanoma; 6.2% of 80,000 active
* = called active by the depositor; / = not tested or not shown; [ ] = dose if it differs, or a comment. Rule for the calls: active = growth percent below 10; inactive = the rest.

SMILES	EKVX	A549/ATCC	CCRF-CEM	MDA-MB-435	HOP-62	HOP-92	RPMI-8226	M14
NC1N=C(SCC(=O)N2CCN(c3cc4c(cc3F)c(=O)c(C(=O)O)cn4C3CC3)CC2)NC(=O)/C1=C/c1ccccc1 (stereo not drawn)	86	105	107	101	101	111	103	106
COc1ccc(C2=Nc3c(C)nn(-c4ccccc4)c3NC(c3ccc(Oc4nc5c(c(=O)n(C)c(=O)n5C)n4C)c(OC)c3)C2)cc1 (stereo not drawn)	107	97	88	/	99	/	76	104
O=C(Oc1ccc(Br)cc1)c1ccccc1C(=O)c1ccccc1	129	96	71	96	109	82	/	106
C/C=C(/C(=O)NC(N)=O)C(C)C	112	98	111	107	111	95	113	94
O=C1Nc2ccccc2SC1c1ccccc1Cl (stereo not drawn)	95	90	84	-13*	96	69	75	94
O=C(N/N=C/c1cccc([N+](=O)[O-])c1)c1ccc(Br)o1	103	/	78	106	106	86	86	100
O=C(CCc1nnc2sc(/C=C/c3ccccc3)nn12)c1nc2ncccc2[nH]1	100	105	98	97	114	89	82	97
CS(=O)(=O)c1ccc([C@@H](O)[C@H](CF)NC(=O)C(Cl)Cl)cc1	89	90	/	108	95	/	/	108
COc1ccc(C(=O)c2oc3nc(-c4cccnc4)cc(-c4ccc(OC)c(OC)c4)c3c2N)cc1	/	99	97	107	101	74	81	109
CCCCCCCCCCCCCC[n+]1ccc(C(N)=O)cc1	1.1*	34	2.8*	8.5*	11	/	-41*	-45*
O=C(Nc1ccc(C(=O)O)c(O)c1)Oc1ccccc1	98	96	96	102	78	88	96	84
O=C(O)CNCNc1ccc(S(=O)(=O)c2ccc(NCNCC(=O)O)cc2)cc1	102	92	102	105	98	94	101	102
COc1ccc(/C=C/C(=O)c2cccc(OCC(=O)O)c2)cc1OC	108	96	100	101	88	99	100	103
NC1=Cc2n(c(=O)c3ccccc3[n+]2-c2ccccc2)C1	99	94	/	103	94	88	/	91
COc1ccc(-c2nc(-c3ccccc3)c(-c3ccccc3)n2CCc2ccc(S(N)(=O)=O)cc2)cc1O	105	106	97	104	105	111	102	101
O=C(O)CCSC(=S)Nc1ccccc1	104	104	93	96	94	71	92	100
FC(F)(F)c1cc2n(n1)-c1ncccc1Oc1ccccc1-2	89	93	91	105	86	62	83	105
C=CCC(O)C=C (stereo not drawn)	/	99	94	111	109	109	105	104
Cc1cc2c(C(C)C)c(O)c(O)c(C=Nc3cccc(C(F)(F)F)c3)c2c(O)c1-c1c(C)cc2c(C(C)C)c(O)c(O)c(C=Nc3cccc(C(F)(F)F)c3)c2c1O	58	55	39	99	72	/	57	78
N#C/C(=C/c1cccs1)c1nnc(NC(=O)c2ccc(-n3c(=O)[nH]c4ccccc4c3=O)cc2)s1	106	104	101	110	98	/	103	104
C=C(C)[C@@H]1CC[C@]2(C(=O)O)CC[C@]3(C)[C@H](CC[C@@H]4[C@@]5(C)C[C@@H](CC#Cc6ccc(F)cc6)[C@H](O)C(C)(C)[C@@H]5CC[C@]43C)[C@@H]12	38	19	40	91	56	/	37	77
CC(=O)Nc1ccc(/C=N\NC(=O)C2CC2)cc1	/	104	96	/	127	100	100	102
COc1cc(/C=C/C(=O)c2sc(N)nc2C)ccc1OCC(=O)O	91	98	107	108	101	89	104	104
Nc1nc2c(-c3ccc([N+](=O)[O-])cc3)nnn2c2cccc(Cl)c12	62	111	84	105	91	97	89	103
NS(=O)(=O)c1cccc(Nc2nc(SCC(=O)c3ccc(F)cc3)nc3ccccc23)c1	28	28	1.4*	-18*	5.9*	29	-2.6*	23

In another format: results already given
COc1ccc(C(=O)c2oc3nc(-c4cccnc4)cc(-c4ccc(OC)c(OC)c4)c3c2N)cc1
  EKVX: /; A549/ATCC: 99; CCRF-CEM: 97; MDA-MB-435: 107; HOP-62: 101; HOP-92: 74; RPMI-8226: 81; M14: 109
C=C(C)[C@@H]1CC[C@]2(C(=O)O)CC[C@]3(C)[C@H](CC[C@@H]4[C@@]5(C)C[C@@H](CC#Cc6ccc(F)cc6)[C@H](O)C(C)(C)[C@@H]5CC[C@]43C)[C@@H]12
  EKVX: 38; A549/ATCC: 19; CCRF-CEM: 40; MDA-MB-435: 91; HOP-62: 56; HOP-92: /; RPMI-8226: 37; M14: 77
COc1cc(/C=C/C(=O)c2sc(N)nc2C)ccc1OCC(=O)O
  EKVX: 91; A549/ATCC: 98; CCRF-CEM: 107; MDA-MB-435: 108; HOP-62: 101; HOP-92: 89; RPMI-8226: 104; M14: 104
COc1ccc(-c2nc(-c3ccccc3)c(-c3ccccc3)n2CCc2ccc(S(N)(=O)=O)cc2)cc1O
  EKVX: 105; A549/ATCC: 106; CCRF-CEM: 97; MDA-MB-435: 104; HOP-62: 105; HOP-92: 111; RPMI-8226: 102; M14: 101

Going on with the list.
SMILES	EKVX	A549/ATCC	CCRF-CEM	MDA-MB-435	HOP-62	HOP-92	RPMI-8226	M14
COc1cc(C(=O)c2c(-c3ccccc3)oc3c(OC)cccc23)cc(OC)c1O	45	20	14	-30*	32	35	24	16
Cc1nc(N)sc1C	/	106	98	106	97	117	102	97
COc1ccc(C2C3=C(CC(C)(C)CC3=O)Nc3cc4c(cc32)OCO4)cc1 (stereo not drawn)	104	102	85	113	94	69	95	123
CCN(CC)c1ccc2nc3c4ccccc4c(=NC(=O)c4ccccc4-c4c5ccc(N(CC)CC)cc5[o+]c5cc(N(CC)CC)ccc45)cc-3oc2c1	55	15	24	-86*	17	1.5*	1.9*	-3.4*
N=C(N)N=Nc1ccc(O)cc1	96[100 µM]	93[100 µM]	91[100 µM]	80[100 µM]	77[100 µM]	84[100 µM]	66[100 µM]	82[100 µM]
O=c1[nH]c2ccccc2cc1CSc1ccc(Nc2nccc(-c3ccc(C(F)(F)F)cc3)n2)cc1	7.7*	-17*	75	63	-14*	-1.5*	70	80
NN1C(=O)c2ccc3c4c(ccc(c24)C1=O)CC3	105	107	114	112	96	/	/	111
CO[C@]12C=C/C(=C(/C(=O)OCc3cccnc3)C(=O)CCCCCCCC[C@]3(OC)C=C/C(=C(/C(=O)OCc4cccnc4)C(=O)CCCCCCCC1)O3)O2	-54*	-20*	-23*	-42*	-33*	-29*	-30*	-47*
COC(=O)[C@@H](OC(=O)NS(=O)(=O)N(c1ccc(F)cc1)C1CCN(Cc2ccc(F)cc2)CC1)C(C)C	98	126	94	97	94	/	/	96
NS(=O)(=O)c1ccc(NC(=O)CSc2nc3ccccc3c(=O)n2-c2ccc(S(=O)(=O)Nc3ccc(Cl)nn3)cc2)cc1	102	103	101	96	111	123	105	/
O=C(O)C(c1ccccc1)S(=O)(=O)C(C(=O)O)c1ccccc1 (stereo not drawn)	/	108	107	97	80	92	107	99
Oc1c(Cl)cc(Cl)cc1C=NCC1CCC(CN=Cc2cc(Cl)cc(Cl)c2O)CC1 (stereo not drawn)	/	106	59	89	95	77	77	90
COc1cccc(C(Cc2ccccc2)NCC(C)O)c1OC (stereo not drawn)	100	89	97	112	85	92	102	92
CCc1cccc2c1S/C(=C/c1ccc(F)cc1)C2=O	96	104	97	/	82	88	/	98
CC1(C)C/C(=C\c2ccc(Cl)cc2)C(=O)c2ccccc21	/	112	103	104	105	85	100	100
CN(C)c1ccc(C(=C2C=CC(=[N+](C)C)C=C2)c2ccc(N(C)C)cc2)cc1 (tested in a mixture with another compound)	-36*	-18*	/	-58*	-34*	-67*	-53*	-63*
O=C1NC(=S)S/C1=C\c1cc(Cl)ccc1Cl	74	88	72	88	111	81	45	99
Nc1ccc(-c2cccs2)cc1NC(=O)c1ccc(CCCC(=O)Nc2ccc(C3CC3N)cc2)cc1 (stereo not drawn)	74	72	/	21	/	/	/	71
CC(C)(O)C(O)c1ccccc1 (stereo not drawn)	101	100	103	98	100	99	101	99
COc1ccc(-n2cnc3cc(C(=O)N4CCCCC4)ccc32)cc1	/	103	98	102	91	95	101	101
Oc1ccccc1-c1nc2c(n1-c1ccccc1)-c1cccc3cccc-2c13	77	88	89	97	110	86	77	92
CC(=O)OC1CCCCC1c1ccccc1 (stereo not drawn)	104	80	126	112	93	113	121	96
CCN(CC)CCCNc1cccc2ccc(N)nc12	95	97	104	95	97	63	102	94
CN1c2ccccc2C(C)(C)C12C=Cc1cc(O)ccc1O2 (stereo not drawn)	105	75	-17*	-66*	83	-6.5*	-23*	18
O=C(NNc1nc2ccccc2nc1/C=C/c1cccc([N+](=O)[O-])c1)Nc1cccc(Cl)c1	73	88	84	90	80	90	72	90
SMILES	EKVX	A549/ATCC	CCRF-CEM	MDA-MB-435	HOP-62	HOP-92	RPMI-8226	M14
CC12c3ccccc3C(C)(C3C=CC=CC31)C(NS(=O)(=O)c1ccccc1)C2O (stereo not drawn)	95	107	96	102	100	108	94	100
N=c1n(CCN2CCCCC2)c2ccccc2n1CC(O)c1cccc(Br)c1 (stereo not drawn)	/	105	108	111	104	126	104	107
Oc1[nH]c2ccc(Cl)cc2c1/C=c1/ccc2c(c1)N=C(c1cccs1)N=2	66	63	32	39	83	/	48	77
O=C1c2cccc3cccc(c23)C(=O)N1N1C(=O)c2cccc3c(N4CCN(c5ccccc5)CC4)ccc(c23)C1=O	81	99	97	103	99	85	/	93
N#Cc1c(-c2ccco2)nc2c(c(-c3ccccc3)nn2-c2ccccc2)c1-c1ccc2c(c1)OCO2	97	96	102	99	110	114	103	101
COc1ccc(C(C)=O)cc1N1C(=O)C2C(C1=O)C1(c3ccccc3)C(=O)C2(c2ccccc2)C(c2ccc(C)cc2)=C1c1ccc(C)cc1 (stereo not drawn)	/	6.7*	8.7*	36	33	50	17	-28*
C=C1CC[C@@H]2[C@]3(C)COC(c4ccco4)O[C@@H]3CC[C@@]2(C)[C@@H]1CC(O)C1=CCOC1=O (stereo partly drawn)	103	102	45	93	115	122	80	/
COc1ccc(C(=O)c2nccc3cc(OC)c(OC)cc23)cc1OC	90	98	132	119	95	78	133	89
COc1cc(CNC(=O)Cc2ccccc2)ccc1OCc1cn(-c2ccc(C#N)cc2)nn1	96	96	100	100	100	98	86	105
CC(C)(C)OC(=O)Nc1ccc2c(c1)C(NC(=O)Nc1cccc(C#N)c1)CC(C)(C)O2 (stereo not drawn)	32	40	42	39	46	39	22	48
CCNC(=O)N1CCN(C(=O)NCC)CC1	107	121	103	114	105	102	107	106
CCOC(=O)C(=Cc1ccco1)C(=O)OCC	/	95	105	104	113	/	108	97
CSc1nc(-c2ccc(C)cc2)[nH]c1S(=O)(=O)c1ccccc1	90	86	93	107	92	70	88	98
CCCC(=O)Nc1ccc(OCC(O)CNC(C)C)c(C(C)=O)c1 (stereo not drawn)	78	113	105	105	104	103	115	99
O=C1C(=O)N(c2nc3ccc(F)cc3s2)C(c2cccnc2)/C1=C(/O)c1ccc2c(c1)OCCO2 (stereo not drawn)	98	102	96	101	101	93	106	101
Cc1ccc2nc(-c3ccc(N4C(=O)/C(=C/c5ccccc5Cl)N=C4c4ccccc4)cc3)sc2c1	/	70	65	96	98	104	71	91
O=C(NCc1ccccc1)c1cccc(Cl)c1	93	89	98	104	96	87	108	99
COc1cc(C#Cc2ccc(=O)oc2C#Cc2ccccc2)cc(OC)c1OC	115	96	3.8*	96	102	112	49	73
CCCCN(CCCC)CCCNc1c2c(nc3c(OC)cccc13)CCCC2	82	101	94	102	89	/	87	102
Cc1ccccc1-c1ccccc1	97	/	111	98	96	98	109	94
COc1ccc(-c2cc(-c3nc4cc(Cl)c(Cl)cc4[nH]3)[nH]n2)cc1	/	77	/	86	100	61	18	95
Cc1ccc(C(=O)N/N=C/c2ccc3c(c2)OCO3)cc1	101	98	85	93	97	/	94	93
C(=C\c1c[nH]c2ccccc12)/c1nccc2ccccc12	44	92	44	96	103	67	84	88
C/C(=N\NC(=O)Nc1ccc(Cl)cc1)c1nnn(-c2ccc([N+](=O)[O-])cc2)c1C	106	100	103	103	115	84	99	102
Nc1c(-c2nnc(-c3ccccc3)o2)nnn1-c1ccccc1	95	80	85	89	101	86	97	/
SMILES	EKVX	A549/ATCC	CCRF-CEM	MDA-MB-435	HOP-62	HOP-92	RPMI-8226	M14
Cc1cccc(Cc2ccccc2C(=O)c2ccc3ccccc3c2)c1	/	83	91	96	116	72	93	103
Cc1ccc2c(n1)C(=O)C(Cl)=C(Nc1cccc(C(C)C)c1)C2=O	65	30	15	-71*	89	110	2.9*	45
CC(=O)C(C(C)=O)C(c1ccccc1)C(C(C)=O)C(C)=O	97	89	93	104	98	98	99	96
CC(C)(C)C1=CC(=O)C=C(C(C)(C)C)C1=O	123	105	69	110	107	96	104	101
O=C(O)CCN1c2ccccc2Sc2ccccc21	107	54	95	105	101	/	84	98
O=C(/C=C/c1ccc2c(c1)OCO2)/C=C/c1ccc2c(c1)OCO2	/	101	96	102	121	103	90	107
CC1(C)OC(=O)CC(=O)O1	96	99	97	105	100	97	99	108
C1=NN(c2ccccc2)C2C3N(C=NN3c3ccccc3)c3ccccc3N12 (stereo not drawn)	88	101	81	96	80	67	91	73
COc1cc(NC(C)CCCN)c2nccc(C)c2c1OC (stereo not drawn)	99	144	65	106	/	48	66	/
NS(=O)(=O)c1ccc(N2C(=O)c3cccc4cccc(c34)C2=O)cc1	105	97	105	/	89	99	100	108
COc1cc2cc(Oc3ccc(NC(=O)Nc4ccc(Cl)c(Cl)c4)cc3)c(C)nc2cc1OCCN1CCCCC1	100	87	9.6*	74	107	75	79	-33*

Five records drawn at random from those above, as already listed:
SMILES	EKVX	A549/ATCC	CCRF-CEM	MDA-MB-435	HOP-62	HOP-92	RPMI-8226	M14
Cc1ccc2c(n1)C(=O)C(Cl)=C(Nc1cccc(C(C)C)c1)C2=O	65	30	15	-71*	89	110	2.9*	45
O=C(/C=C/c1ccc2c(c1)OCO2)/C=C/c1ccc2c(c1)OCO2	/	101	96	102	121	103	90	107
C1=NN(c2ccccc2)C2C3N(C=NN3c3ccccc3)c3ccccc3N12 (stereo not drawn)	88	101	81	96	80	67	91	73
CC(=O)C(C(C)=O)C(c1ccccc1)C(C(C)=O)C(C)=O	97	89	93	104	98	98	99	96
O=C(O)CCN1c2ccccc2Sc2ccccc21	107	54	95	105	101	/	84	98

High-throughput results deposited in PubChem BioAssay by NCI.
